From PubChem
TEAD-YAP block – TEAD-YAP interaction inhibition. HEK-TIYL cells, TEAD-Gal4/YAP UAS-luciferase luminescence. inhibition, % at 9.12 µM. actives 1.4% (n = 640,000). AID 1259422; in the data active means inhibition above about 32%;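 further: 0% = median of test compound wells and 100% = reference inhibitor wells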
MITF inh – blocks human microphthalmia-associated transcription factor; AID 1259374; O75030; AlphaScreen MITF homodimerization, bead proximity signal; actives 0.91% (n = 650,000); inhibition, % at 2.6 µM; in the data active means inhibition above about 50%;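 further: 0% = vehicle wells with protein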
GPR151 activ – human GPR151 activation; Q8TDV0; PathHunter beta-arrestin GPR151 cells, luminescence; activation, % at 11.2 µM; actives 1% (n = 650,000); AID 1508602; in the data active means activation above about 4.9%;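 further: 0% = median of compound wells and 100% = cells with positive control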
Target sequence (Q8TDV0 whole entry, looked up): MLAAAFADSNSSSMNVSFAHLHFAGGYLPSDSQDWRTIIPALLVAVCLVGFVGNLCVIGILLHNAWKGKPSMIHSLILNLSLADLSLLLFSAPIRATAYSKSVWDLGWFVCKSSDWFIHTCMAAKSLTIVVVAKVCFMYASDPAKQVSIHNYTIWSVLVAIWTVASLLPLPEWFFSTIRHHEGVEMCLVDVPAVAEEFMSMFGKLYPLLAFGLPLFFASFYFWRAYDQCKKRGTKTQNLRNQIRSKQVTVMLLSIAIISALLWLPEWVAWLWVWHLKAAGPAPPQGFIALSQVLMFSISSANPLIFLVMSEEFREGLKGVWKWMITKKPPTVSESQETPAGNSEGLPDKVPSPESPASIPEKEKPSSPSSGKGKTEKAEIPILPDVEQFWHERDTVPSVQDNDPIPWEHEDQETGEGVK
FBW7 act – human FBW7 E3 ligase activation, primary screen | normalized activity (activation), % at 26.1 µM | AlphaScreen FBW7–phospho-cyclin E peptide binding, activator screen | actives 0.13% (n = 650,000) | AID 1259310 | Q969H0; in the data active means normalized activity above about 1.9%;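 further: purified mutant Fbw7 with reduced substrate affinity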
An asterisk follows results filed as active; . = no result given.

Results follow in this order: TEAD-YAP block	MITF inh	GPR151 activ	FBW7 act
- COc1cc(NC(=O)c2n[nH]c(=O)c3ccccc23)cc(OC)c1OC
 : -7	-4	-0.7	-0.2
- Cc1c(Cl)cccc1NCc1nnc2n1CCCCC2
 : 2	5	-1.0	0.0
- COCC(=O)Nc1c(CCc2ccccc2)nc2cnc(NC(C)=O)cn12
 : -11	1	0.3	-0.1
- O=C(Nc1ccc2c(c1)OCO2)C1CC2CCC1C2 (stereo not given)
 : -14	2	0.1	0.1
- CCOc1ccc(N(C(C)C(=O)Nc2ccc3ccccc3c2)S(C)(=O)=O)cc1 (stereo not given)
 : -1	-4	1.3	-0.2
- CCOc1ccccc1-c1nnc(SCc2ccc(C(=O)OC)o2)o1
 : 10	13	-2.1	0.9
- CC1CN(C(=O)c2ccccc2[N+](=O)[O-])CCN1C(=O)c1ccccc1[N+](=O)[O-] (stereo not given)
 : -2	3	-2.4	0.0
- Cc1cc(OCCCN2CCNCC2)cc(C(C)C)c1
 : -4	38	-1.0	-0.2
- N#Cc1c(-c2ccc(F)cc2)cc(-c2cccs2)nc1SCCN1CCCCC1
 : -12	1	-0.6	-0.1
- O=C(Cn1cnc2c(cnn2-c2ccc(F)cc2)c1=O)c1ccc(Cl)cc1
 : 10	21	0.1	0.1

Next section; it opens with the 2 that closed the last part.
Results follow in this order: TEAD-YAP block	MITF inh	GPR151 activ	FBW7 act
- N#Cc1c(-c2ccc(F)cc2)cc(-c2cccs2)nc1SCCN1CCCCC1
 : -12	1	-0.6	-0.1
- O=C(Cn1cnc2c(cnn2-c2ccc(F)cc2)c1=O)c1ccc(Cl)cc1
 : 10	21	0.1	0.1
- COC(=O)C(C)Oc1ccc2c(oc(=O)c3ccccc32)c1C (stereo not given)
 : -6	5	0.9	0.1
- Cc1ccccc1N1C(=O)CN(S(C)(=O)=O)CC1(C)C(=O)NC1CCCCCC1 (stereo not given)
 : 7	3	2.0	0.1
- CCCCCCc1nc2ccccc2c(=O)n1NC(=O)c1c(O)c2cccc3c2n(c1=O)CC3
 : 1	8	-1.0	0.0
- COCCNC(=S)N1CCN(Cc2ccc3c(c2)OCO3)CC1
 : -1	2	1.6	0.1
- Cc1cc(C)c2sc(NC(=O)CC3CCCC3)nc2n1
 : -1	-2	1.8	-0.2
- CSCCN1C(=O)CCC1CCNCc1cccc(C(F)(F)F)c1 (stereo not given)
 : 8	9	-1.5	0.2
- Cc1nnc2c(N3CC(C)CC(C)C3)nc3ccccc3n12 (stereo not given)
 : -1	-9	2.0	-0.1
- CCC(=O)NC(c1ccc(OC)cc1)c1ccc2cccnc2c1O (stereo not given)
 : 32*	63*	0.4	-1.8
- O=C1N(c2ccc3c(c2)OCO3)C(c2ccc(Cl)cc2)C1(F)F (stereo not given)
 : 4	5	3.0	0.0
- O=C(NNC(=S)Nc1ccc(F)cc1F)c1ccncc1
 : -31	-9	0.1	0.2
- CC(=O)Nc1ccc2nc(NC(=O)C34CC5CC(CC(C5)C3)C4)sc2c1
 : -58	12	-0.4	0.1
- O=C(C(c1ccccc1)c1ccccc1)N1CCN(Cc2ccsc2)CC1
 : -17	11	0.3	0.0
- COc1nc(C)cc(C)c1C#N
 : 4	3	0.5	0.0
- Cc1ccc(N2C(=O)CC(Sc3nc4c(cc3C#N)CC(C(C)(C)C)CC4)C2=O)cc1 (stereo not given)
 : -21	0	-0.3	0.3
- COc1ccc(N(C)C(=O)c2coc(=O)c3ccccc23)cc1
 : 6	-2	1.8	0.1
- COc1ccc(-c2cccc(C(=O)Nc3ccc(N4CCOCC4)cc3)c2)cn1
 : -7	4	1.5	-0.1
- Cc1cc(C)nc(NC(=S)Nc2ccc3c(c2)OCO3)n1
 : -33	-3	0.2	-0.2
- O=C(COc1cccc(Br)c1)Nc1ccc(N2CCOCC2)cc1
 : -1	-1	-0.7	-0.2
- CCC(=O)Nc1ccc(NC(=O)c2cccc([N+](=O)[O-])c2C)cc1
 : 6	2	-1.3	0.1
- CCCOc1cccc(C(=O)Nc2ccc(-c3cc4ccccc4oc3=O)cc2)c1
 : 4	-3	0.5	0.1

As a working copy, 2 of the compounds above:
Results follow in this order: TEAD-YAP block	MITF inh	GPR151 activ	FBW7 act
- CCC(=O)Nc1ccc(NC(=O)c2cccc([N+](=O)[O-])c2C)cc1
 : 6	2	-1.3	0.1
- CCCOc1cccc(C(=O)Nc2ccc(-c3cc4ccccc4oc3=O)cc2)c1
 : 4	-3	0.5	0.1

Following part:
Results follow in this order: TEAD-YAP block	MITF inh	GPR151 activ	FBW7 act
- C=CCC(NCc1cccs1)c1ccccc1 (stereo not given)
 : 8	10	0.5	0.1
- CS(=O)(=O)N(CC(=O)Nc1ccc(F)c(Cl)c1)c1ccc(Cl)c(Cl)c1
 : 9	7	0.0	0.8
- CCc1nc2scc(-c3ccc(Br)cc3)c2c(=O)o1
 : 0	-4	-0.5	-0.3
- CC(=O)Nc1ccc(NC(=O)Cn2ccc([N+](=O)[O-])n2)cc1
 : -10	0	-1.0	-0.1
- C=CCSc1nnc2c(n1)OC(c1ccc(Br)s1)N(C(C)=O)c1ccccc1-2 (stereo not given)
 : 13	-1	1.3	0.1
- O=C(CSc1ncnc2c1sc1nc3ccccc3cc12)N1CCCC1
 : -6	5	1.2	0.0
- COc1ccccc1-c1cnn2ccc(NCc3ccncc3)nc12
 : -5	18	-0.1	-0.4
- COc1ccc(C(=O)NCc2ccc(C(=O)NCCC3=CCCCC3)cc2)cc1OC
 : -1	11	2.5	-0.1
- O=C1CCC(=O)N1CNc1cccc2ccccc12
 : -3	-10	-0.4	-0.1
- Cc1cc(C)c(C#N)c(Nc2ccccc2F)n1
 : 4	6	-0.5	0.8

Reformatted: three of the compounds above
smiles | TEAD-YAP block | MITF inh | GPR151 activ | FBW7 act
O=C1CCC(=O)N1CNc1cccc2ccccc12 | -3 | -10 | -0.4 | -0.1
O=C(CSc1ncnc2c1sc1nc3ccccc3cc12)N1CCCC1 | -6 | 5 | 1.2 | 0.0
C=CCC(NCc1cccs1)c1ccccc1 (stereo not given) | 8 | 10 | 0.5 | 0.1

(more compounds)
Results follow in this order: TEAD-YAP block	MITF inh	GPR151 activ	FBW7 act
- CC(C)(C)C(=O)N1CCN(CC(=O)c2cccs2)CC1
 : -14	46	0.4	0.5
- Cc1ccc(Nc2nc(NCCO)c3cnn(C)c3n2)cc1C
 : -7	4	0.3	-0.2
- COc1cccc(N2C(=O)CN(C(=O)CSc3ccncc3)CC2C)c1 (stereo not given)
 : 0	-14	0.1	-0.2
- O=C(CN1C(=O)CCC1=O)Nc1nc(-c2ccc(Cl)s2)cs1
 : 10	10	1.1	0.2
- CCOC(=O)c1sc(NC(=O)c2cc(C)no2)c(C(=O)OCC)c1C
 : -28	19	0.0	1.7
- C=CCOC(=O)C1=C(C)N(C)C(=O)NC1c1ccc(OCc2ccccc2)cc1 (stereo not given)
 : 13	-12	0.1	-0.1
- COc1cccc([C@@H]2Oc3ccc(Br)cc3C(=O)[C@H]2O)c1
 : .	-13	0.4	-0.1
- CCOc1ccccc1NC(=O)CN(C1CCCCC1)S(=O)(=O)c1ccc(F)cc1
 : -5	8	-2.1	0.1
- Cc1ccc(NC(=O)c2sc3ncn(Cc4ccccc4F)c(=O)c3c2C)cc1
 : -1	12	0.8	0.4
- CCC(CC)CN1CCc2nnc(CCNC(=O)COc3ccccc3)n2CC1
 : 3	15	5.1*	0.8
- Cc1cccc(OCc2ccc(-c3nc(C#N)c(N4CC(C)OC(C)C4)o3)o2)c1 (stereo not given)
 : 4	1	-1.2	-0.3
- Cc1cc(C(=O)N2CCCC(C)C2)ccc1[N+](=O)[O-] (stereo not given)
 : -2	-3	0.1	0.1
- CCSCCOC(=O)C1=C(C)NC2=C(C(=O)CC(C)(C)C2)C1c1cccc2ccccc12 (stereo not given)
 : -4	-3	-0.2	-0.1
- Cc1cc(C(=O)CSc2nnc(Nc3ccccc3F)s2)c(C)n1CC1CCCO1 (stereo not given)
 : 4	4	-0.2	-0.2
- Cc1ccccc1OCCOc1ccc(/C=C2/C(=N)N3N=C(Cc4ccccc4)SC3=NC2=O)cc1
 : -3	4	-0.4	0.2
- CCOC(=O)c1c(C)c(C(=O)NCCc2ccccc2)c(C)n1C
 : -32	7	-0.4	0.2
- COc1cccc(C(=O)N2CC[C@@H]3[C@H](CCCN3C(=O)Cc3ccc(F)c(F)c3)C2)c1
 : -10	-4	0.4	0.0
- CCc1ccc(Oc2nc3ccccn3c(=O)c2/C=C(\C#N)C(=O)OC)cc1
 : -13	28	-1.1	0.2
- CCn1c(SCC(=O)Nc2ccc(Cl)c(Cl)c2)nnc1-c1c[nH]c2ccccc12
 : 4	1	-0.8	0.0
- COc1ccccc1OCC(=O)Nc1ccc(C)cc1Br
 : -24	15	-0.6	0.1
- Cc1ccc(Nc2nn(CN3CCOCC3)c(=S)s2)cc1
 : -16	-16	-0.4	0.0
- OCC1CCCN1c1nccc(NCCN2CCOCC2)n1 (stereo not given)
 : 1	-2	-1.4	-0.2
- Cn1c(=O)c2c(ncn2CC(=O)NCCn2nnn(-c3ccccc3)c2=O)n(C)c1=O
 : -12	0	0.9	0.0
- Cc1nc(N(C)c2ccc(C(C)C)cc2)c2c(C)c(C(=O)NC(C)C)sc2n1
 : 3	-3	0.4	-0.2
- Cc1cc(NC2CCN(Cc3ccccc3)CC2)nc(-c2ccccc2)n1
 : 5	-38	1.4	-0.2
- COc1cc(NC(=S)NC2CC2)cc(OC)c1
 : -2	4	0.0	0.6
- COc1ccc(C2C=C(c3ccc(Cl)cc3)Nc3nnnn32)cc1OC (stereo not given)
 : 1	9	-0.8	0.0
- Cc1cccc(NC(=S)NCC(c2cccnc2)N(C)C)c1C (stereo not given)
 : 5	1	0.7	0.1
- CCC(C)NC(=O)c1c[nH]c2ccc(S(=O)(=O)N(C)c3ccc(F)cc3)cc2c1=O (stereo not given)
 : -16	1	0.4	-0.8
- Brc1ccc(OCc2cn3cccnc3n2)c(Br)c1
 : -54	-17	1.4	0.1
- CCOC(=O)C1=C(C)N=c2s/c(=C\c3ccc(OCc4ccccc4)c(OC)c3)c(=O)n2C1c1ccc(OC)cc1OC (stereo not given)
 : 5	7	-1.5	0.0
- COC(=O)c1cc2sccc2n1Cc1cccc([N+](=O)[O-])c1
 : 2	3	0.0	-0.2
